N370S GC mod: qHTS Assay for Inhibitors and Activators of N370S glucocerebrosidase as a Potential Chaperone Treatment of Gaucher Disease; Lysosomal acid glucosylceramidase (Homo sapiens), P04062; N370S GC spleen homogenate, 4MU-glucoside fluorescence; Potency, µM (highest dose often 59.4 µM), inactives show at the top dose activity change, negative = inhibition, hits mostly inhibitors; actives 0.092% (n = 330,000); AID 2101, 2009;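 further: 0% = full enzyme activity and -100% = no enzyme basal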
FEN1 inhibitor: qHTS Assay for the Inhibitors of Human Flap endonuclease 1 (FEN1); Potency, µM (titrated, usually from 114 µM), for inactives: at the top dose activity change, negative = inhibition, hits mostly inhibitors; Recombinant FEN1 flap cleavage, fluorescence, 15 min; actives 0.35% (n = 390,000); further: nearly all actives have a fitted effect of over 65% in size
Target sequence (P39748 whole entry, looked up): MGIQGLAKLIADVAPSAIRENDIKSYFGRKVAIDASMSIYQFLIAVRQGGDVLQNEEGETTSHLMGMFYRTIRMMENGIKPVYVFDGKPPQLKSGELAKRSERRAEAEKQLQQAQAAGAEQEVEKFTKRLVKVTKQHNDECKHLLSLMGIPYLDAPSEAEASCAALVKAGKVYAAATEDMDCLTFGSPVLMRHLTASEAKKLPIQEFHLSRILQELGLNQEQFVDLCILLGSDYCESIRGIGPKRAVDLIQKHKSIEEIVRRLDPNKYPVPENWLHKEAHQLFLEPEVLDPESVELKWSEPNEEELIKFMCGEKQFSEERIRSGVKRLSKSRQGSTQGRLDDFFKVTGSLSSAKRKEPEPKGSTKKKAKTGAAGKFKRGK
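Quantitative HTS format: each compound was titrated, incubated with 10 nM nuclease for 15 min at room temperature, then challenged with flap substrate at 50 nM final. Signal change over 15 min gave concentration–effect curves.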
TDP1 block: qHTS Assay for Inhibitors of Tyrosyl-DNA Phosphodiesterase (TDP1); Tyrosyl-DNA phosphodiesterase 1 (Homo sapiens), Q9NUW8; recombinant TDP1, AlphaScreen DNA substrate cleavage; Potency, µM (titrated, usually from 130 µM), for inactives: top-dose activity change, negative = inhibition, hits mostly inhibitors; actives 0.28% (n = 350,000); AID 485290, 2010; further: nearly all actives have a fitted effect of over 40% in size
Target sequence (Q9NUW8 whole entry, looked up): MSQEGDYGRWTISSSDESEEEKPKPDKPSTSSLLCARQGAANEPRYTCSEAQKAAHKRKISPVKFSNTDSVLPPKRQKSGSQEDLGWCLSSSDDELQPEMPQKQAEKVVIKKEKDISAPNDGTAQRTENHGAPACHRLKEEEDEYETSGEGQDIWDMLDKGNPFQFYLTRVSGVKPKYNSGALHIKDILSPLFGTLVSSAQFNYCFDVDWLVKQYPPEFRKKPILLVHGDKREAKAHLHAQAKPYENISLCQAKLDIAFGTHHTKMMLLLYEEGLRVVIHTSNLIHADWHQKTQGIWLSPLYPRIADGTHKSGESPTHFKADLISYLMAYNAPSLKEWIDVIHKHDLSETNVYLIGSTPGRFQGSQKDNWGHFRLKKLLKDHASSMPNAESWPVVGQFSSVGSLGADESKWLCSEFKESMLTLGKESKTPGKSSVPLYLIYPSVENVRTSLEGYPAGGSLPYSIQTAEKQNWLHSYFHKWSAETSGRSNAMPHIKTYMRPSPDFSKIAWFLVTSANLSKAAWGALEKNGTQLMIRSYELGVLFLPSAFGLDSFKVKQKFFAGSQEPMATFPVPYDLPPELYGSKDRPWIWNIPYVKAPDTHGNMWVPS
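Here, a 5' biotin and 3' phosphotyrosine-FITC DNA oligonucleotide reports Tdp1 activity: intact substrate bridges AlphaScreen beads, while cleavage leaves a 3' phosphate and drops signal. All incubations at room temperature.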
An asterisk follows results filed as active; ? = inconclusive; . = not tested or not shown; & = joins results of further samples; [ ] = remark or other dose. The call rests on the fitted dose curve; in most records, active means well fitted curve in the direction sought with a large enough effect; inconclusive means small, poorly fitted or top-dose-only effect, or another doubt; inactive means no such curve, though single readings can be large; an effect the other way counts as inactive or inconclusive. Unless noted, on the % scale 0 is the no-effect control and ±100 the full control effect; potency means the concentration at half of the fitted maximal effect.

N370S GC mod	FEN1 inhibitor	TDP1 block	SMILES
-5.0%	6.0%	1.9%	COc1cccc(C(=O)Nc2nc3c(c(=O)[nH]2)CCCC3)c1
3.0%	14.8%	9.6%	COc1cccc(C(=O)NNC2=C(C(=O)C(F)(F)F)CCC2)c1
-6.9%	-2.9%	0.0%	CCCCN1c2ccccc2N(CCCO)c2cc(C)nnc21
-4.1%	-6.3%	5.0%	COc1ccc(OC)c(S(=O)(=O)N2CCCCC2C(=O)O)c1 (stereo not given)
-7.7%	-0.7%	-2.6%	COc1cccc(CC2(CO)CCN(Cc3cnc(N4CCOCC4)s3)CC2)c1
-9.5%	-3.2%	-5.6%	CNC(=S)N(Cc1ccc(OC)cc1)Cc1cc2ccc(C)cc2[nH]c1=O
2.9%	-5.4%	0.0%	CC1=C(C(=O)OCc2ccccc2)C(c2ccco2)n2ncnc2N1 (stereo not given)
-0.5%	-2.4%&-2.6%	-0.2%&1.2%	Cc1ccccc1S(=O)(=O)Cc1ccc(C(=O)NCCc2ccccc2)o1
5.6%	1.8%	0.0%	COc1ccc(S(=O)(=O)Nc2nc3ccccc3s2)cc1OC
.	-1.5%	1.7%	COc1cccc(NC(=O)CN(C)C(=O)c2cn(-c3ccccc3)nc2-c2cccnc2)c1
.	-1.0%	8.6%	Cc1cccc(NC(=O)CSc2nc3c(c(=O)[nH]2)CN(Cc2ccc4c(c2)OCO4)CC3)c1C
3.5%	-1.5%	3.4%	COC(=O)c1c(O)ccc(Oc2ccccc2)c1C(=O)OC
-7.9%	-10.0%	4.0%	O=C1CC(N2CCN(CCc3ccccn3)CC2)C(=O)N1c1ccc(Cl)cc1 (stereo not given)
12.4%	-8.1%	-4.4%	COC(=O)c1c(NC(=O)c2ccc(Br)s2)sc2c1CCC2
9.2%	11.7%	4.5%	Cc1cccc(C)c1NC(=O)c1cn(-c2ccccc2)nc1-c1ccccc1
1.3%	-13.7%	8.0%	CCCn1c(=N)n(CC(=O)c2cccs2)c2ccccc21
-19.4%	-11.7%	13.7%	CCCn1c(/C=N/Nc2nc3ccccc3[nH]2)nc2ccccc21
11.2%	9.1%	3.3%	COc1cc(-c2nnc(SCc3c(F)cccc3Cl)o2)cc(OC)c1OC
.	-5.0%	2.6%	CCOC(=O)C1CCN(C(c2ccc(C)cc2)c2sc3nc(-c4ccco4)nn3c2O)CC1 (stereo not given)
1.0%	-4.5%	.	COc1ccc(Oc2nc(-c3cccnc3)nc3ccccc23)cc1
18.2%	-8.5%	-1.2%	O=Cc1cnc(N2CCCCC2)s1
1.1%	-17.1%	-2.5%	Cc1nnsc1Sc1ccccc1C(=O)O
-14.3%	15.8µM*	.	O=C1NC(=O)/C(=C\c2ccc(O)cc2O)S1
.	-4.8%	2.5%	CCn1c(CCC(N)=O)nnc1SCC(=O)c1cc(C)n(C2CC2)c1C
-8.7%	-1.1%	3.0%	CCCCn1c(=O)c(F)cn(Cc2ccc(OC)c([N+](=O)[O-])c2)c1=O
-3.8%	-1.3%	2.5%	Cc1nnc(NC(=O)CSc2nc3ccccc3o2)s1
-2.2%	22.8%	.	O=C(CNC(=O)c1ccco1)Nc1cccc(Cl)c1
.	-12.9%	13.5%	Cc1ccc2nc(N3CCC(C(=O)N4CCN(c5cccc(C)c5C)CC4)CC3)[nH]c2c1
3.1%	-8.3%	6.8%	O=C(Cc1ccc(Cl)cc1)Nc1nc2ccccc2[nH]1
5.2%	-2.4%	2.4%	COc1cccc(C(=O)CSc2nnc(-c3cccs3)o2)c1
4.6%	1.5%	2.3%	CN(C)CC(=O)Nc1ccc(S(N)(=O)=O)cc1
-13.4%	9.2%	0.3%	COc1cccc(N(CC(=O)NCc2ccccc2)C(=O)CCC(=O)Nc2nccs2)c1
.	15.0%	-6.8%	Cc1cccc(OCCSc2nc3ccc(NC(=O)COc4ccccc4)cc3s2)c1
-4.6%	0.4%	1.5%	CCOCc1cc(CN2CCC(n3nccc3NC(=O)C3CC3)CC2)ccc1OC
.	-9.9%	-5.2%	Cc1ccc(C)c(CSc2nnc3[nH]c(=O)cc(-c4ccccc4)n23)c1
.	-12.3%	5.8%	O=C(Nc1cc(OC(=O)C(F)(F)F)c2nonc2c1OC(=O)C(F)(F)F)C(F)(F)F
.	7.9%	0.0%	Cc1ccc(-n2nnnc2CNC(=O)C(C)C)cc1C
?	?	6.2%	O=C(NNc1ccc(C2CCCCC2)cc1)C(O)(c1ccccc1)c1cccs1 (stereo not given)
8.9%	0.7%	5.5%	S=C(Nc1ccccc1Oc1ccccc1)NC1CCCC1
18.2%	?	14.3%	O=C1c2ccccc2C(=O)c2c(Nc3ccc(CCO)cc3)ccc(O)c21

Compound profiles, from the list above.
`O=C(CNC(=O)c1ccco1)Nc1cccc(Cl)c1` is listed with N370S GC mod = -2.2%; FEN1 inhibitor = 22.8%; TDP1 block = .
`CCn1c(CCC(N)=O)nnc1SCC(=O)c1cc(C)n(C2CC2)c1C` is listed with N370S GC mod = .; FEN1 inhibitor = -4.8%; TDP1 block = 2.5%
`CCOCc1cc(CN2CCC(n3nccc3NC(=O)C3CC3)CC2)ccc1OC` is listed with N370S GC mod = -4.6%; FEN1 inhibitor = 0.4%; TDP1 block = 1.5%

New compounds follow.
N370S GC mod	FEN1 inhibitor	TDP1 block	SMILES
-6.6%	-12.8%	-14.9%[0.0935 µM]	Cc1ccc(C)c(N(C(=O)c2ccco2)C(C(=O)NC2CCCC2)c2ccco2)c1 (stereo not given)
-5.8%	7.7%	1.2%	Cc1ccc(S(=O)(=O)N2CCC(C(=O)NC3CC(C)(C)NC(C)(C)C3)CC2)cc1C
0.8%	-2.2%	.	CCC(C)N1CCN(C(=O)c2cc(OC)cc(OC)c2)CC1 (stereo not given)
.	0.8%	0.9%[56.1 µM]	COC(=O)C(C(C)C)N(Cc1cc(OC)cc(OC)c1)S(=O)(=O)CCl (stereo not given)
-3.5%	-8.7%	0.0%	Brc1cccc(/C=N\n2cnnc2)c1
3.5%	.	5.2%	COC(=O)Sc1nnc(-c2ccc(Br)cc2)o1
0.8%	16.3%	.	NNC(=O)Cn1nc(-c2ccccc2)c2ccccc2c1=O
-10.5%	22.7%	0.0%	CCOC(=O)C1(CC2CCCCO2)CCN(Cc2cc3ccccc3[nH]2)CC1 (stereo not given)
2.2%	5.6%	6.6%	COc1ccccc1NC(=O)CSc1nnc(-c2ccncc2)n1CC1CCCO1 (stereo not given)
?	-18.0%	11.0%	Cc1ccc(N2CCN(/N=C/c3ccncc3)CC2)cc1
.	-7.8%	-3.8%	Cc1ccsc1CCN1C(=O)N(c2ccc(F)cc2)C(=O)C1CC(=O)Nc1ccccc1 (stereo not given)
11.0%	8.0%	5.3%	CCOc1ccc(CNC(=O)c2ccco2)cc1
11.4%	6.1%	5.2%	Oc1ccc(Cl)cc1-c1cc(-c2ccco2)[nH]n1
3.1%	-7.3%	8.2%	CC(=O)C(Sc1nn(C)c(=S)s1)C(=O)Nc1ccccc1 (stereo not given)
-4.6%	4.6%	-3.0%	Cc1ccc(C(CNC(=O)c2ccco2)N2CCN(C)CC2)cc1 (stereo not given)
-12.2%	-5.8%	.	NC(=O)C1CCN(C(=O)c2ccc(C(F)(F)F)cc2)CC1
-1.8%	-0.5%	0.0%	CCOc1ccccc1NC(=O)C1CCCN(S(=O)(=O)c2ccc(OC)c(C)c2)C1 (stereo not given)
12.2%	2.3%	1.8%	O=C(O)/C=C/C(=O)NC1CCCCC1
-8.4%	-14.5%	3.9%	N/C(=N\OC(=O)c1ccc(Br)cc1)c1ccccc1
-4.4%	-1.8%	1.9%	COc1ccc(C(=O)N2CCSCC2)cc1OC1CCN(C(C)=O)CC1

Random excerpt: 4 records from the list, in no set order.
N370S GC mod	FEN1 inhibitor	TDP1 block	SMILES
-4.4%	-1.8%	1.9%	COc1ccc(C(=O)N2CCSCC2)cc1OC1CCN(C(C)=O)CC1
11.4%	6.1%	5.2%	Oc1ccc(Cl)cc1-c1cc(-c2ccco2)[nH]n1
-1.8%	-0.5%	0.0%	CCOc1ccccc1NC(=O)C1CCCN(S(=O)(=O)c2ccc(OC)c(C)c2)C1 (stereo not given)
?	-18.0%	11.0%	Cc1ccc(N2CCN(/N=C/c3ccncc3)CC2)cc1

Additional compounds
N370S GC mod	FEN1 inhibitor	TDP1 block	SMILES
23.2%	-4.4%	0.0%	Cc1ccc2c(ccn3cc4c(c(=O)n(C)c(=O)n4C)c23)c1
-1.4%	0.0%	8.2%	Cc1cc(=O)[nH]c(SCc2nc3ccc([N+](=O)[O-])cc3[nH]2)n1
-0.9%	?	0.0%	CN(C)c1ccc(/C=C(\C#N)C(=O)Nc2nc3c(s2)CCN(Cc2ccccc2)C3)cc1
.	4.4%	-0.3%[56.1 µM]	CCN(CC(=O)NC1CCS(=O)(=O)C1)c1ccc([N+](=O)[O-])cc1C#N (stereo not given)
.	18.1%	3.2%	CCc1ccccc1NC(=O)C1CCCN(c2ncnc3onc(C)c23)C1 (stereo not given)
9.3%	19.4%	4.9%	CC(C)C(=O)Nc1cccc(NC(=O)c2cccc(F)c2)c1
1.3%	-10.3%	.	Cc1ccnc(NCc2ccccc2O)c1
3.7%	-13.6%	5.7%	O=C(COC(=O)[C@H](Cc1ccccc1)NC(=O)c1ccco1)NC(c1ccccc1)c1ccccc1
-8.7%	-2.0%	6.9%	CN(c1ccccc1)S(=O)(=O)c1cccc(NC(=O)CSc2ncn[nH]2)c1
-3.7%	-2.9%	.	CC(OC(=O)c1cccc(O)c1)C(=O)N(C)Cc1ccccc1 (stereo not given)
-5.7%	-9.3%	.	COc1ccc2cc3c(nc2c1)OCC3
-2.0%	-1.4%	-1.3%	Nc1cc(-c2ccc(Cl)cc2)nn1S(=O)(=O)c1ccc(Cl)cc1
5.2%	-2.2%	5.1%	Cc1cc(CNC(=O)C2CCC(=O)N(CCc3cccc(F)c3)C2)on1 (stereo not given)
-0.2%	13.9%	3.6%	CC(=O)N1c2ccc(S(=O)(=O)NCC3CCC(C(=O)Nc4cc(C)ccn4)CC3)cc2CC1C (stereo not given)
-20.9%	-5.2%	-4.2%	CCCC(c1c(C)n(C)n(-c2ccccc2)c1=O)c1c(C)n(C)n(-c2ccccc2)c1=O
-4.1%	0.4%	0.0%	COc1ccccc1NC(=S)N(c1ccccc1)C(C)C
.	-1.2%	1.5%[56.1 µM]	CC[C@]12c3[nH]c4ccc(Cl)cc4c3CCN1C(=O)[C@@H](CC(=O)NCCCOC)C[C@@H]2C(=O)N1CCN(C(=O)C2CC2)CC1
14.2%	0.6%	1.1%	COc1ccc(NC(=O)CSc2nc(N)c(-c3ccccc3)c(=O)[nH]2)cc1
-1.7%	-11.8%	-1.9%	Cc1cc(C)n2c(SCC(=O)N(C)C3CCS(=O)(=O)C3)nnc2n1 (stereo not given)
-3.4%	17.3%	.	N#C/C(=C\c1ccc(OCc2ccc(C(=O)O)cc2)cc1)C(=O)N1CCOCC1
2.9%	-9.3%	1.9%	O=C(COc1ccccc1)Nc1ccncc1Cl
15.9%	-14.8%	6.2%	Nc1c(C(=O)c2cccs2)oc2ccccc12
6.1%	3.8%	0.0%	CCN(CC)CCCN=C(N)N
.	16.9%	1.2%	CCCC(=O)OCc1cnc(C)c2oc(=O)c(C(=O)Nc3ccccc3)cc12
1.1%	1.4%	.	Cc1nc(Cc2nnc(SCC(=O)N(C)c3ccccc3)o2)cs1
.	6.4%	0.0%[56.1 µM]	CCCCNS(=O)(=O)c1ccc(Br)cc1N1CCC[C@H]1CO
1.6%	-7.9%	0.0%	CCN(CC)CCNS(=O)(=O)c1ccc(/C=C/C(=O)O)cc1
-23.9%	-7.4%	1.9%	COC(=O)C1=C(C)NC(=O)NC1C1CC=CCC1 (stereo not given)
1.8%	15.4%	6.8%	COCCn1c(-c2ccc(Br)cc2)nc2oc3cc(OC)ccc3c(=O)c2c1=O
3.2%	-6.0%	.	S=c1[nH]nc(C2(c3ccccc3)CCCC2)o1
3.4%	-2.9%	.	O=C(COC(=O)c1ccc(Cl)c(S(=O)(=O)N2CCCC2)c1)NCc1cccs1
0.4%	-11.1%	1.8%	COc1ccc(-c2cn(Cc3ccc(C(N)=O)cc3)c(-c3ccncc3)n2)cc1
-0.5%	-2.5%	.	COc1ccc(CNC(=O)[C@@H](C)NC(=O)[C@@H]2Cc3ccccc3CN2)cc1
0.3%	-0.8%	-0.5%	CC(C)CC(NC(=O)C1CCC(C)CC1)C(=O)NCc1ccccn1 (stereo not given)
12.2%	-8.9%	0.0%	CC(NC(=O)CC(c1ccccc1)c1cc(Cl)ccc1O)c1ccccc1 (stereo not given)

Assay outcomes: PubChem BioAssay, National Center for Advancing Translational Sciences (NCATS)
